# Hsp70 inhibitors: small molecules displacing fluorescent ligand from Hsp70 – biochemical, fluorescence polarization, primary screen (AID 583). Hsp70 fluorescence polarization probe displacement, mP; higher % means a stronger effect. displacement, % at 20 µM; hits with a dose series show IC50 in µM. 140,000 tested, 0.06% active; in the data active = displacement above about 50%;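 note: plate controls were vehicle for no effect and reference ligand for full effect; a part of the inactive calls stands beside numbers as strong as those of hits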
# MKP-3 inhibition: inhibition of rat DUSP6 enzyme activity – biochemical, in vitro, primary screen (AID 425); recombinant MKP-3 phosphatase activity, fluorescence; higher % means a stronger effect; inhibition, % at 20 µM; hits with a dose series show IC50 in µM; 110,000 tested, 0.17% active; in the data active = inhibition above about 50%;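 note: plate controls were vehicle for no effect and reference inhibitor for full effect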
# An asterisk follows results filed as active; · = no result given; & = joins results of further samples. These rows are one share of the data; the hit share may differ from the screen's.
Hsp70 inhibitors | MKP-3 inhibition | canonical_smiles
-3.5% | 0% | O=C1c2cccc3cccc(c23)C(=O)N1Oc1ccc([N+](=O)[O-])cc1[N+](=O)[O-]
-3.3% | 2% | Cc1cccc(C)c1OCC(=O)NCc1ccccc1
1.6% | 4% | Clc1cccc(Cc2cnc(Nc3ccccn3)s2)c1Cl
-3.7% | 1% | CC(Sc1nc(-c2ccccc2)cc(C(F)(F)F)n1)C(=O)NCCN1CCOCC1 (stereo not given)
-0.7% | 2% | O=C(COc1ccc(Cl)cc1)N1CCN(C(=O)c2cccnc2)CC1
1.9% | -10% | CCN(C1CCCCC1)S(=O)(=O)c1ccc(OC)c(C)c1
0.4% | 2% | CCCCN=C(CCC)C1=C(O)CC(C)(C)CC1=O
1.6% | -3% | Cc1ccc(-c2csc3nc(=O)c(C)nn23)cc1
2.0% | 4% | O=C(c1cccc(F)c1)N1CCN(c2ccc(Cl)cc2)CC1
-0.1%&-0.7% | 5% | c1ccc(-c2nc(-c3ccccn3)no2)cc1
1.6% | · | Cc1ccc(-c2onc3ccc(C=O)cc23)cc1
0.8% | 2% | COCCn1c(SCC(=O)Nc2nnc(C)s2)nnc1-c1ccncc1
-0.5% | 0% | CC1Cc2ccccc2N1C(=O)COC(=O)Cn1nnc(-c2ccccc2)n1 (stereo not given)
0.4% | -2% | CCOC(=O)c1ccc(N2NC(=O)/C(=C/c3ccc(OC)c(Br)c3)C2=O)cc1
-1.6% | 4% | O=C(O)CNC(=O)/C(=C\c1cccnc1)NC(=O)c1ccccc1
0.5% | 2% | O=Cc1ccc(OC(=O)c2cccnc2)cc1
-3.2% | -5% | CN1CCc2c(sc3c2c(=O)n(-c2cccc(Cl)c2)c2nncn32)C1
11%&-2.9% | -4%&2% | COc1ccc(-n2[nH]c(C)cc2=O)cc1
-1.9% | -14% | CCOC(=O)c1cc(-c2ccc3c(c2)OCCO3)nc2c1c(C)nn2CCC#N
0.3% | · | O=C(c1cc(-c2cccs2)nc2ccccc12)N1CCN(S(=O)(=O)c2ccccc2)CC1
0.8% | 3% | O=C(C1CC1)N1CCc2cc(S(=O)(=O)NCCC3=CCCCC3)ccc21
0.2% | -7% | CC(C)OC(=O)CN1C(=O)C(C)(C)Oc2ccc(C(=O)NC(C)(C)C)cc21
5.2% | 5% | O=C(Nc1ccccc1)OCc1ccccn1
5.5% | 3% | Cc1onc(-c2ccccc2)c1C(=O)Nc1ccc(I)cc1
3.6% | -7% | CC1Cc2cc(C(=O)O)ccc2O1 (stereo not given)
2.2% | 3% | Cc1ccc(OCc2nc(-c3cccc([N+](=O)[O-])c3)no2)c(Br)c1
0.6% | 1% | N/C(=N\S(=O)(=O)Cc1ccccc1)Nc1nc2ccccc2o1
6.2% | 0% | COc1ccc2cc(C#N)c(N3CCN(Cc4nnnn4CCC(C)C)CC3)nc2c1
4.0% | -6% | CC(C)OC(=O)CSc1nc2ccccc2s1
1.8% | 1% | O=C(NCC1CCCO1)C1CN(S(=O)(=O)c2ccccc2)CCN1S(=O)(=O)c1ccccc1 (stereo not given)
-0.7% | -1% | COc1ccc(CCC(=O)NCCc2ccc(OC)c(OC)c2)cc1
-0.5% | 0% | COCCNC(=O)C1CC(c2cccc(OC)c2)=NO1 (stereo not given)
2.4% | -8% | O=C(Nc1ccccc1OC(F)F)c1ccc(F)cc1
1.1% | -11% | CCOC(=O)c1c(NC(=O)CSc2nnc(CNc3ccc(OC)cc3)n2C)sc(C)c1C
-2.7% | 0% | CCOc1ccc(C(=O)N2CCN(c3ccccc3OC)CC2)cc1
-0.9% | -1% | O=C(COC(=O)C1CC1)Nc1ccc(Oc2ccccc2)cc1
-1.7% | -2% | O=C(NCC1(c2ccccc2)CCOCC1)C1COc2ccccc2O1 (stereo not given)
0.4% | 5% | CCOC(=O)C1=C(C)N=C2c3ccccc3C(=O)C2C1c1ccc(C)cc1 (stereo not given)
-3.0% | 4% | CCOC(=O)c1c(NC(=O)c2ccc(S(=O)(=O)N3CCCCC3)cc2)sc(C)c1C
4.7% | -11% | Nn1c(SCC(=O)Nc2ccccc2F)nnc1-c1cccnc1
-3.6% | 5% | CCOc1cccc(C(=O)Nc2nc(-c3ccc(C)cc3)cs2)c1
-5.9% | 2% | O=c1cc(-c2ccccc2)[nH]n1-c1nc(-c2ccccc2)cc(-c2ccccc2O)n1
-2.1% | · | Cc1[nH]n(-c2ccc([N+](=O)[O-])cc2)c(=O)c1C=NCCN1CCN(C(=O)c2ccccc2F)CC1
-1.6% | 3% | COc1cc(/C=C2/C(=O)NC(=O)N(c3ccccc3)C2=O)ccc1OCC(=O)O
0.9% | · | COc1ccc(NC2=NCC(=O)N2Cc2cccs2)cc1
-3.3% | · | CCN(C(C)=O)c1cccc2ccccc12
1.1% | -4% | Cc1cc(C)cc(NC(=O)C2CCN(S(=O)(=O)c3c(C)n[nH]c3C)CC2)c1
-2.4% | -1% | Cc1onc(-c2ccccc2)c1C(=O)N(C)C
7.4%&5.5% | -1%&0% | Cc1ccc(C(=O)N2CCN(c3ccc(Cl)cc3)CC2)cc1
0.4% | 2% | c1ccc(-c2nc(NC3CCCCC3)cc(-n3cccn3)n2)cc1

# Some of these compounds in order of formula weight, highest first:
Hsp70 inhibitors | MKP-3 inhibition | canonical_smiles
1.8% | 1% | O=C(NCC1CCCO1)C1CN(S(=O)(=O)c2ccccc2)CCN1S(=O)(=O)c1ccccc1 (stereo not given)
-5.9% | 2% | O=c1cc(-c2ccccc2)[nH]n1-c1nc(-c2ccccc2)cc(-c2ccccc2O)n1
-0.7% | -1% | COc1ccc(CCC(=O)NCCc2ccc(OC)c(OC)c2)cc1
-3.6% | 5% | CCOc1cccc(C(=O)Nc2nc(-c3ccc(C)cc3)cs2)c1
0.4% | 2% | c1ccc(-c2nc(NC3CCCCC3)cc(-n3cccn3)n2)cc1
-0.5% | 0% | COCCNC(=O)C1CC(c2cccc(OC)c2)=NO1 (stereo not given)
-3.3% | · | CCN(C(C)=O)c1cccc2ccccc12

# Continued:
Hsp70 inhibitors | MKP-3 inhibition | canonical_smiles
7.5% | 0% | CC1CCc2nc(NCCO)nc(C(F)(F)F)c2C1 (stereo not given)
-0.4% | 0% | Cn1c(SCC(=O)N2CCc3ccccc32)nnc1C1CC1
0.4% | -11% | Cc1ccc(CCNC(=O)C2CCN(S(=O)(=O)c3cccc4nonc34)CC2)cc1
-0.8%&-5.6% | -7%&1% | CC1=C(C(=O)OCC2CCCO2)C(c2ccccc2)NC(=O)N1 (stereo not given)
0.8% | · | Cc1ccc(C(=O)Nc2ncc(C)s2)o1
3.7% | 0% | CC(=O)c1ccc(NC(=O)c2c(-c3ccccc3)noc2C)cc1
-0.9% | 4% | O=C1C=C(c2ccccc2)CC(c2ccccc2)C1n1nnc2ccccc21 (stereo not given)
0.6% | 4% | Cc1cc(N2CCN(C(c3ccccc3)c3ccccc3)CC2)n2ncnc2n1
4.5% | · | CCCCNc1nc(-c2ccccc2)cc(C(F)(F)F)c1C(N)=O
-1.3% | -11% | O=C(NCC1CCCO1)c1cccc(NC(=O)c2ccco2)c1 (stereo not given)
1.4% | -8% | CCOc1cccc(/C(O)=C2/C(=O)C(=O)N(CCOC)C2c2ccco2)c1 (stereo not given)
-0.3% | -8% | O=c1cc(CNCCCO)c2ccccc2[nH]1
4.5% | 1% | O=C(OCc1nnc(-c2ccccc2)o1)c1cc(S(=O)(=O)N2CCOCC2)c(Cl)cc1Cl
4.3% | -3% | COCCCNC(=O)C(=O)Nc1ccccc1C
3.4% | -1% | O=P(O)(O)COc1ccccc1P(=O)(c1ccccc1)c1ccccc1
-2.0% | -2% | CCC(=O)OC1=C2C(=Nc3c(c(=O)n(C)c(=O)n3C)C2c2ccccc2)c2ccccc21 (stereo not given)
2.2% | -3% | Cc1cc(C(F)(F)F)nn1CC(=O)N1CCCCC1C (stereo not given)
2.4% | · | COc1ccc(S(=O)(=O)N(C)CC(=O)NCc2cccnc2)cc1OC
-0.6% | 6% | COCCN1CC(=O)N(c2cccc(C)c2C)C(c2ccc(Cl)cc2)C1=O (stereo not given)
1.1% | 1% | O=C(C1CCCN(c2ncccn2)C1)N1CCc2ccccc21 (stereo not given)
4.3% | -10% | COc1ccc(CC(=O)N2CCN=C2SC)cc1
-3.6% | · | O=C(Nc1ccccc1)N1CCN(c2ncccn2)CC1
2.4% | 2% | O=C(O)c1cccc(NC(=O)C2CC(=O)N(Cc3ccccc3)C2)c1 (stereo not given)
-57% | · | O=C(CCCSc1ccccc1)Nc1nc(-c2ccccn2)cs1
-7.2% | 3% | COc1ccc(/C=c2/sc3nc(-c4ccc(C(C)(C)C)cc4)nn3c2=O)cc1
7.2% | 1% | COC(=O)c1sccc1NC(=O)c1sc2ccccc2c1Cl
-1.5% | · | CCNC(=O)/N=C1/NC(=O)C(C(C)C)O1 (stereo not given)
-1.3% | -2% | CN(C)c1ccc(CN(C(=O)C2COc3ccccc3O2)C2CCS(=O)(=O)C2)cc1 (stereo not given)
-3.6% | -12% | CCN(CC(=O)Nc1cccc(OC)c1)C(=O)C1CCN(C(=O)Nc2ccccc2)CC1
1.3% | -5% | COc1ccc(NC(=O)c2nnn(Cc3cccc(F)c3)c2N)c(OC)c1
3.1% | -4% | COc1ccc(C2C(C(=O)c3sc(C)nc3C)=C(O)C(=O)N2CCN(C)C)cc1OC (stereo not given)
-5.1% | 0% | O=C(O)CSCc1cccc([N+](=O)[O-])c1
0.6% | 0% | COc1cc(C2/C(=C(\O)c3ccccc3)C(=O)C(=O)N2CCCCCC(=O)O)ccc1O (stereo not given)
-15% | -6% | CCn1c(SCC(=O)c2c[nH]c3ccccc23)nnc1-c1cccs1
2.3% | 4% | O=C(CCN1C(=O)c2ccccc2C1=O)N1CCN(Cc2ccc(Cl)cc2)CC1
-3.1% | -10% | CCCCCCn1ccc(=N)cc1
· | -10% | COc1cccc(NS(=O)(=O)c2cn(C)c(=O)n(C)c2=O)c1
-2.6% | · | CCOC(=O)c1sc(C)c(C(=O)NCC(C)(C)CN(C)C)c1N
-3.0%&-1.5% | -6% | CCOC(=O)CP(=O)(c1ccccc1)c1ccccc1
-5.1% | 1% | CCOc1ccccc1NC(=O)c1c(NC(=O)c2cccs2)sc2c1CCC(C)C2 (stereo not given)
0.9% | 0% | O=C(NC(=S)Nc1ccccc1O)c1ccccc1
2.8% | -13% | Cn1c(NC(=O)c2cccs2)c(-c2cccs2)c(=O)c2ccccc21
-2.1% | 2% | Cc1ccc(N(Cc2ccc(C(=O)N3CCCCC3)cc2)S(C)(=O)=O)cc1C
-3.4% | · | O=C(NCc1ccco1)C1CCCN1S(=O)(=O)c1ccc2ccccc2c1 (stereo not given)
-1.6% | 3% | CN1CCN(CCOCCOc2ccccc2Br)CC1
1.8% | 1% | CCCCC(CC)CNC(=O)c1cccs1 (stereo not given)
3.1% | -11% | CC(C)C(=O)N(Cc1ccc2c(c1)OCO2)Cc1ccccn1
2.1% | 7% | CCCC1=NN2C(=N)/C(=C/c3ccc(-c4ccc([N+](=O)[O-])cc4Br)o3)C(=O)N=C2S1
-2.5% | -2% | Cc1nc2ccccc2n1CC(=O)OCC(=O)Nc1ccc2c(c1)OCCO2
· | -4% | COc1cccc(C2CC(c3ccccc3)n3ncnc3N2)c1 (stereo not given)

# Next structures.
Hsp70 inhibitors | MKP-3 inhibition | canonical_smiles
2.5% | -5% | COc1ccc(-c2cn3c(C)c(C(=O)NC(C)(C)C)sc3n2)cc1
3.1% | 0% | CC1CCN(CC(C)OC(=O)c2ccc3c(c2)OCCO3)CC1 (stereo not given)
2.9% | -10% | O=C(NCCN1CCOCC1)c1cccc(S(=O)(=O)N2CCCCCC2)c1
1.6% | 5% | CC1CCN(C(=O)Cn2c(=O)n(Cc3ccc4c(c3)OCO4)c(=O)c3ccccc32)CC1
-3.8% | 6% | CCOC(=O)c1c(NC(C)=O)sc2c1CCN(CCc1ccccc1)C2
0.8% | 2% | O=C1CC(C2CCCO2)C(=O)N1c1ccc(Cl)c(Cl)c1 (stereo not given)
0.8% | · | O=C(c1ccc(S(=O)(=O)N2CCC(c3nc4ccccc4s3)CC2)cc1)N1CCCCC1
-2.0% | 0% | CC1CCc2c(sc(NC(=O)CCc3ccccc3)c2C(N)=O)C1 (stereo not given)
1.0% | -1% | CC(C)(C)NC(=O)c1nn2c(c1Br)NC(c1cccs1)CC2C(F)(F)F (stereo not given)
-2.2% | 6% | Cn1c2ccccc2c2cc(C3Nc4ccccc4C(=O)N3Cc3ccco3)ccc21 (stereo not given)
-3.8% | -3% | c1ccc(OCCCn2nnc(-c3cccnc3)n2)cc1
-4.5% | 5% | CC(=O)Nc1ccc(Nc2nc(-c3ccc(Br)cc3)cs2)cc1

# Given with values under each structure: part of the list above
# Results follow in this order: Hsp70 inhibitors	MKP-3 inhibition
O=C(NCCN1CCOCC1)c1cccc(S(=O)(=O)N2CCCCCC2)c1
    2.9%	-10%
CC1CCc2c(sc(NC(=O)CCc3ccccc3)c2C(N)=O)C1 (stereo not given)
    -2.0%	0%
Cn1c2ccccc2c2cc(C3Nc4ccccc4C(=O)N3Cc3ccco3)ccc21 (stereo not given)
    -2.2%	6%
O=C1CC(C2CCCO2)C(=O)N1c1ccc(Cl)c(Cl)c1 (stereo not given)
    0.8%	2%
CC(=O)Nc1ccc(Nc2nc(-c3ccc(Br)cc3)cs2)cc1
    -4.5%	5%
COc1ccc(-c2cn3c(C)c(C(=O)NC(C)(C)C)sc3n2)cc1
    2.5%	-5%
